# GPR151 activ: activators of human GPR151, primary screen, cell-based, PathHunter beta-arrestin, luminescence; activation, % at 11.2 µM; G-protein coupled receptor 151 (Homo sapiens), Q8TDV0; 1% of 650,000 active; PathHunter beta-arrestin GPR151 cells; in the data active means activation above about 4.9%;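 further: 0% = median of compound wells and 100% = cells with positive control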
# Target sequence (Q8TDV0 whole entry, looked up): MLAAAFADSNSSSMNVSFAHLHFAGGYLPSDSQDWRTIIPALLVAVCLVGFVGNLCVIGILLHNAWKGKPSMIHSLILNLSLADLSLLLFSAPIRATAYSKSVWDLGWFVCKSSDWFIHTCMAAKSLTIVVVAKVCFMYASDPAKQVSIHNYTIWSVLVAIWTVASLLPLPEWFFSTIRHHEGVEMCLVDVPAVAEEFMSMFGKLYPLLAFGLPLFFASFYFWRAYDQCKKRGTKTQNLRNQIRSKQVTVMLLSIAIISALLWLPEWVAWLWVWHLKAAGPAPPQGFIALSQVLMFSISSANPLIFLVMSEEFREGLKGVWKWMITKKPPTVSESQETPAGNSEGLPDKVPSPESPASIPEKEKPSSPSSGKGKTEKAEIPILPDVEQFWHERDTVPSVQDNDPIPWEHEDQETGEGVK
# FBW7 activator: FBW7 E3 ligase activators, primary screen, biochemical, AlphaScreen, human; F-box/WD repeat-containing protein 7 (Homo sapiens), Q969H0; AlphaScreen FBW7–phospho-cyclin E peptide binding, activator screen; normalized activity (activation), % at 26.1 µM; 0.13% of 650,000 active; AID 1259310, 2017; in the data active means normalized activity above about 1.9%;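 further: purified mutant Fbw7 with reduced substrate affinity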
# MITF primary: MITF inhibitors, primary screen, biochemical, AlphaScreen, human. AID 1259374, 2018. AlphaScreen MITF homodimerization, bead proximity signal. Microphthalmia-associated transcription factor (Homo sapiens), O75030. 0.91% of 650,000 active. inhibition, % at 2.6 µM; in the data active means inhibition above about 50%;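 further: 0% = vehicle wells with protein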
# Target sequence (O75030 whole entry, looked up): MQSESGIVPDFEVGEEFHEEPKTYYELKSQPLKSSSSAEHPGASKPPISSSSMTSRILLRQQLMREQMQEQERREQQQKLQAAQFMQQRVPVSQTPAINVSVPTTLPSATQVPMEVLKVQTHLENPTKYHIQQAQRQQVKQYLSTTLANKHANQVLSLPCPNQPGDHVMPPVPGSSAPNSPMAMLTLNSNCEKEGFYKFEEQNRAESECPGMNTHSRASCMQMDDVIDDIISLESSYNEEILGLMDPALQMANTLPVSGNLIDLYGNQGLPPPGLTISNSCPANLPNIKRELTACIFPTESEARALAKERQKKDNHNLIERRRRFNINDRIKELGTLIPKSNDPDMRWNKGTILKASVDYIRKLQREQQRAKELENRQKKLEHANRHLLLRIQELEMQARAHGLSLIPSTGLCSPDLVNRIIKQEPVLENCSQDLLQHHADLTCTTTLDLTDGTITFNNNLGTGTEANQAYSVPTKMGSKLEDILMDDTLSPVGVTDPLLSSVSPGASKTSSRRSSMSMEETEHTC
# TEAD-YAP inh: TEAD-YAP interaction inhibition, primary screen, TEAD-YAP interaction inhibitor project, luminescence, HEK-TIYL cells. TEAD-Gal4/YAP UAS-luciferase luminescence. inhibition, % at 9.12 µM. 1.4% of 640,000 active; in the data active means inhibition above about 32%;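 further: 0% = median of test compound wells and 100% = reference inhibitor wells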
# An asterisk follows results filed as active; & = joins results of further samples.
SMILES,GPR151 activ,FBW7 activator,MITF primary,TEAD-YAP inh
Cc1ccc(N(CCCCN2C(=O)c3ccccc3C2=O)C(=O)c2ccco2)cc1,-1.1,0.0,-11,-4
O=C1N/C(=N\Nc2ccc([N+](=O)[O-])cc2)S/C1=C/c1ccccc1,3.1,-0.2,-7,-3
COc1cc(-c2coc3cc(O[C@@H]4O[C@H](CO)[C@@H](O)[C@H](O)[C@H]4O)c(OC)c(O)c3c2=O)cc(O)c1OC,9.0*,0.0,12,-5
CC(C)C(NC(=O)c1cccs1)C(=O)Nc1ccc(Cl)cc1 (stereo unspecified),0.8,0.4,3,-2
COc1ccccc1S(=O)(=O)n1cc(-c2ccc(F)cc2)c(N)n1,-0.5,0.0,-8,3
O=C(COC(=O)c1cc2cc(Br)ccc2oc1=O)c1ccc(Br)cc1,-1.4,0.1,16,19
CC(=O)c1ccc(OCCCC(=O)OCC(=O)NCc2ccc3c(c2)OCO3)cc1,1.7,0.1,-3,-4
CN(C)CCNc1ccnc2c(-c3ccccc3Oc3ccccc3)cnn12,-0.2,0.0,-18,-35
Cc1ccc(S(=O)(=O)Nc2cccc3ccc[n+](C)c23)cc1,1.2&0.4,-0.1&-0.4,-4&2,2&1
O=C(NNC(=O)c1ccc(-c2ccccc2)cc1)Nc1cccc([N+](=O)[O-])c1,0.8,-0.1,4,9
O=c1[nH]c(SCc2ccccc2)nnc1-c1ccccc1,0.2,0.0,12,-1
C[C@@H]1NC(=O)[C@@H]2C[C@H](NCc3ccc(C(C)(C)C)cc3)CN2C1=O,-2.4,0.1,10,4
CCN(CC)c1ccc(C2(C(F)(F)F)NN(c3ccccc3)C(N)=C2C#N)cc1 (stereo unspecified),1.8,-0.1,11,-7
CCc1cccc(C)c1NC(=O)CNC(C)(C)CO,-0.1,0.1,27,-10
COc1cc2nc(Nc3ccc(C(F)(F)F)cc3)nc(NCCN3CCOCC3)c2cc1OC,-0.9,0.1,10,6
CCOCCSc1ccnc2c1c(=O)n(C)c(=O)n2C,-1.0,-0.2,-11,4
O=C(C[n+]1ccccc1)N/N=C/c1ccco1,-0.6,0.6,-5,1
O=C(Nc1ncc(Cc2cccc(C(F)(F)F)c2)s1)c1cccc([N+](=O)[O-])c1,5.1*,0.1,-11,-2
c1csc(-c2nc3ncccn3c2NC2CCCC2)c1,0.5,-0.1,13,17
O=C(NCc1ccccc1F)c1ccc(N2CCC(NCc3ccncc3)CC2)cc1,-0.7,0.0,16,4

# Reformatted: entries from further up
canonical_smiles | GPR151 activ | FBW7 activator | MITF primary | TEAD-YAP inh
O=C(COC(=O)c1cc2cc(Br)ccc2oc1=O)c1ccc(Br)cc1 | -1.4 | 0.1 | 16 | 19
CC(=O)c1ccc(OCCCC(=O)OCC(=O)NCc2ccc3c(c2)OCO3)cc1 | 1.7 | 0.1 | -3 | -4
CN(C)CCNc1ccnc2c(-c3ccccc3Oc3ccccc3)cnn12 | -0.2 | 0.0 | -18 | -35
Cc1ccc(S(=O)(=O)Nc2cccc3ccc[n+](C)c23)cc1 | 1.2&0.4 | -0.1&-0.4 | -4&2 | 2&1
O=C(NNC(=O)c1ccc(-c2ccccc2)cc1)Nc1cccc([N+](=O)[O-])c1 | 0.8 | -0.1 | 4 | 9
O=c1[nH]c(SCc2ccccc2)nnc1-c1ccccc1 | 0.2 | 0.0 | 12 | -1
C[C@@H]1NC(=O)[C@@H]2C[C@H](NCc3ccc(C(C)(C)C)cc3)CN2C1=O | -2.4 | 0.1 | 10 | 4
CCN(CC)c1ccc(C2(C(F)(F)F)NN(c3ccccc3)C(N)=C2C#N)cc1 (stereo unspecified) | 1.8 | -0.1 | 11 | -7
CCc1cccc(C)c1NC(=O)CNC(C)(C)CO | -0.1 | 0.1 | 27 | -10
COc1cc2nc(Nc3ccc(C(F)(F)F)cc3)nc(NCCN3CCOCC3)c2cc1OC | -0.9 | 0.1 | 10 | 6
CCOCCSc1ccnc2c1c(=O)n(C)c(=O)n2C | -1.0 | -0.2 | -11 | 4
O=C(C[n+]1ccccc1)N/N=C/c1ccco1 | -0.6 | 0.6 | -5 | 1

# Following part
SMILES,GPR151 activ,FBW7 activator,MITF primary,TEAD-YAP inh
CCN(CC)c1nc(N(CC)CC)nc(N(CC)CC)n1,0.2,0.3,-9,-2
Nc1ccc2c(c1)NC(=O)CS2,1.3,-0.1,7,5
S=C(Nc1ccc2c(c1)OCCO2)Nc1ccc2c(c1)OCO2,3.7,-0.1,6,-26
CCCCCC(=O)Nc1sc2c(c1C(N)=O)CCCC2,0.1,0.0,2,-49
Cc1ccc(NC(=O)C(=O)NCCN2CCN(C(=O)c3cccc(F)c3)CC2)cc1,-0.1,-0.1,2,7
O=S(=O)(c1cccc2c(I)cccc12)N1CCCNCC1,-3.2,0.3,5,16
COc1cc(/C=C2/SC(=O)N(c3ccccc3)C2=O)ccc1O,0.2,-0.1,-5,-40
Cc1ccc(S(=O)(=O)n2ncc3c2N(c2c(C)cccc2C)CC3)cc1,1.4,-0.1,7,-5
CS(=O)(=O)N(Cc1cc2ccccc2[nH]c1=O)CC1CCCO1 (stereo unspecified),1.3,0.0,8,1
Cc1ccc(C(=O)COC(=O)c2ccc3nc(-c4ccccc4)c(-c4ccccc4)nc3c2)cc1C,0.3,0.4,0,5
CCC(C)c1ccccc1OCCn1ccnc1 (stereo unspecified),2.9,0.0,35,-6
O=C(Nc1ncn[nH]1)c1ccc(Cl)c([N+](=O)[O-])c1,-0.4,0.1,1,18
COc1cc(OC)c(C2C3=C(CC(C)(C)CC3=O)Nc3ncnn32)cc1OC (stereo unspecified),-1.4,0.0,13,7
COc1ccc(/C=N/NC(=O)CNS(=O)(=O)c2ccc(C)cc2)cc1O,0.7,0.0,22,-1
CC(O)(C#Cc1ccccc1)c1ccc(N2CCOCC2)c(F)c1 (stereo unspecified),1.9,-0.2,-7,-15
COc1ccc(/C=C/C(=O)Nc2nc(C)c(C)s2)cc1,0.1,-0.1,2,-55
N#C/C(=N\Nc1ccc(S(=O)(=O)N2CCOCC2)cc1)c1ccccn1,1.4,-0.1,4,0
O=P(OCCN1CCOCC1)(c1ccccc1)c1ccccc1,2.1,0.0,57*,-1
Cc1c(Cl)cccc1NC(=O)CSc1cc(-c2ccccc2)ncn1,0.8,0.1,5,11
CCOc1cc(S(=O)(=O)N2CCN(c3ccc(F)cc3)CC2)ccc1Cl,-0.2,-0.1,-1,5
CCOC(=O)C1=C(C)NC(C)=C(C(=O)OCC)C1c1cc(Cl)cc(Cl)c1OC,0.2,0.2,-7,7
Cc1nc2c(sc3nc(CC(C)C)ccc32)c(=O)o1,0.5,0.1,-7,-2
S=c1[nH]nc(-c2ccncc2)n1/N=C/c1cccnc1,0.4,0.1,15,-2
CC1(C)CNC(=O)CC(C)(C)N1,-1.1,-0.1,2,8
CC(C)NC(=O)NC(=O)COC(=O)c1ccccc1Cl,-0.8,0.4,16,-3
Cc1ccc(N2CCN(c3ccc(C)cc3)C2c2cc(Cl)cc3c2OCOC3)cc1,1.0,-0.1,14,-4
CCOc1cc(C(=O)Nc2ccc3oc(=O)ccc3c2)cc(OCC)c1OCC,0.5,-0.1,2,12
COc1cc2nc(-c3ccc(C(N)=O)cc3)nc(NCc3cccc(C(F)(F)F)c3)c2cc1OC,0.7,-0.1,-10,11
O=C(O)c1cc(S(=O)(=O)N2CCN(C(=O)c3ccco3)CC2)c(Cl)cc1Cl,2.3,-0.2,0,-3
O=C(NNC(=O)C(F)(F)F)c1ccc(NC(=O)c2ccccc2)cc1,-1.3,0.7,19,6
COc1cccc2cc(NC(=O)/C=C/c3ccc(Cl)cc3)c(=O)oc12,-0.9,0.1,10,4
COc1ccc(NC(=O)CSc2nnc(Cc3ccccc3)n2-n2cccc2)c(OC)c1,-0.9,-0.2,-3,9
[O-][n+]1c2c(nn1-c1ccccc1Cl)-c1nonc1CC2,1.4,-0.1,3,5
CC1CCc2nc(NC(=O)c3ccc(S(=O)(=O)N4CC(C)CC(C)C4)cc3)sc2C1 (stereo unspecified),1.2,-0.1,-16,8
CC(C)CN1C(=O)C(=O)/C(=C(\O)c2ccc(Cl)cc2)C1c1ccc(C(C)C)cc1 (stereo unspecified),0.3,-0.1,-13,-11
Cc1ccc2oc(-c3cccc(NC(=S)NC(=O)c4cc5ccccc5o4)c3)nc2c1,1.0,0.1,1,-14
Nc1cc(-c2ccccc2)nn1S(=O)(=O)c1ccc(Cl)cc1,-0.3,0.1,16,5
COc1ccc(NC2CC(=O)N(c3ccc(Cl)cc3Cl)C2=O)cc1 (stereo unspecified),0.3,-0.1,7,-5
O=C(c1ncoc1-c1ccc2ccccc2c1)N1CCN(c2ccccc2)CC1,-0.6,-0.1,-12,-11
COc1cccc(C2CC(c3ccc(C)cc3)n3ncnc3N2)c1 (stereo unspecified),-0.4,0.0,2,-11
CC(C)c1ccc(OCCCCCCNCCO)cc1,-1.1,-0.1,-8,7
O=C(N/N=C/c1ccccc1Br)c1ccccc1O,0.2,-0.1,-1,-20
COc1ccc(NC(=O)C(c2cc3c(cc2[N+](=O)[O-])OCO3)N2CCN(C(=O)c3ccco3)CC2)cc1 (stereo unspecified),-1.1,-0.3,2,-12
Cc1cc2c(N(C)c3ccc(C(C)C)cc3)ncnc2s1,-0.4,-0.1,-10,-6
Cn1c2c(c(=O)n(C)c1=O)C(c1ccc(C(F)(F)F)cc1)C1=C(N2)c2ccccc2C1=O (stereo unspecified),1.8,0.3,20,7
CC1=C(C(=O)Nc2ccccc2Cl)C(c2cccs2)NC(=O)N1 (stereo unspecified),-0.6,-0.1,0,-7
CC(C)(C)OC(=O)N1CC=C2C(C#N)=C(N)C(C#N)(C#N)C(c3cccs3)C2C1 (stereo unspecified),1.5,0.8,10,16
CCOC(=O)C1=C(C)NC2=C(C(=O)C(C(=O)OC)C(C)C2)C1c1ccc(Cl)cc1Cl (stereo unspecified),2.7,0.1,1,0
Cc1ccc(S(=O)(=O)N(C)C)cc1N,0.7,0.0,-18,-3
COc1cc(C#N)ccc1Oc1ccc([N+](=O)[O-])cc1,0.3,-0.1,4,9

# More compounds follow.
SMILES,GPR151 activ,FBW7 activator,MITF primary,TEAD-YAP inh
COC(=O)c1cc(S(=O)(=O)N(C)Cc2ccccc2)oc1C,-1.1,0.0,5,5
Cc1ccc(/C=C2/SC(=S)N(CC(=O)Nc3nccs3)C2=O)cc1,-1.1,-0.1,3,-5
N#Cc1ccc(/C=N/c2sc3c(c2C(N)=O)CCCC3)cc1,1.8,0.4,8,9
O=[N+]([O-])c1ccc(C2=Nc3c(Br)cc(Br)cc3C(c3ccccc3)(c3ccccc3)O2)o1,2.2,-0.1,-1,3
CSc1nc2ccc3nc(NC(=O)C4CC4)sc3c2s1,2.1,-0.2,-12,8
CCOC(=O)C1=C(C)N(CC(C)C)C(=O)C1,0.7,0.0,17,-5
COc1ccc(/C=N/c2oc(C)c(C)c2C#N)c(OC)c1,2.0,-0.3,-14,-6
COc1cccc(NC(=O)c2c(-c3ccccc3Cl)noc2C)c1,1.6,-0.1,-4,9
CC1(C)CC(CCNC(=O)CCC(=O)O)(c2ccccc2)CCO1 (stereo unspecified),1.7,0.0,1,2
CCSc1n[nH]c(-c2ccncc2)n1,1.3,-0.1,-1,5
CCOC(=O)C1=C(C(=O)OCC)SC(=C2C(=S)C(C)(C)N(C(=O)C(F)(F)F)c3cc(C)ccc32)S1,-0.1,0.0,9,1
O=c1cc(CCl)nc2sc3c(n12)CCCC3,-0.5,0.0,-13,-11
CCOc1ccc2cc(C(N)=O)c(=O)oc2c1,-0.2,-0.1,0,6
Nc1cccc(S(=O)(=O)c2cccc(N)c2)c1,0.2,0.1,0,-4
COc1ccc(-c2cc(C(=O)NC3CCCC(C)C3C)c3ccccc3n2)cc1 (stereo unspecified),-1.1,0.1,-2,2
CN(Cc1c(C(=O)N2CCc3ccccc3C2)nc2ccc(Cl)cn12)C1CCOC1 (stereo unspecified),-0.9,0.0,1,-5
N#C/C(=C(/O)CCl)c1nc(C23CC4CC(CC(C4)C2)C3)cs1,-2.2,0.3,13,10
COc1ccc(-c2c(C#N)c(SCC(=O)c3ccc(Cl)cc3)nc(C)c2C(=O)Nc2ccccc2)cc1,1.9,0.1,2,0
CCOC(=O)C(C)Sc1nc(-c2cccs2)cc(-c2ccc(F)cc2)c1C#N (stereo unspecified),-1.7,-0.1,3,-6
CCc1ccc(/C=C2\SC(N)=NC2=O)cc1,0.4,0.1,-16,3
CCOC(=O)c1ccc(Oc2nc(NC(C)C)nc(NC(C)(C)C)n2)cc1,-2.0,0.4,14,-4
COC(=O)c1nnn(CC(=O)Nc2cc(Cl)ccc2OC)c1C(=O)OC,-0.8,0.0,3,-16
Cc1ccc(NC(=O)C2(N(CC(C)C)C(=O)Cn3nnnc3N)CCCCC2)cc1,3.7,0.1,12,3
Cc1ccc(N(Cc2ccccc2O)C(=O)CN2C(=O)c3ccccc3S2(=O)=O)cc1,1.3,-0.3,0,1
Cc1ccc(C)c(/C(O)=C2\C(=O)C(=O)N(Cc3cccnc3)C2c2ccccc2F)c1 (stereo unspecified),0.2,0.0,5,9
CCOc1ccc(-c2cc(NC(=O)Cn3ncc4c(=O)oc5ccccc5c43)on2)cc1,-0.3,-0.1,-2,-5
CC(C)[C@H](Cn1nc(C2CC2)ccc1=O)NC(=O)Cn1nnc2ccccc21,-0.7,-0.1,14,6
c1ccc2c(-n3nnnc3SCc3nc4ccccc4[nH]3)cccc2c1,-0.9,0.0,3,0
CN1C(=O)/C(=C/c2ccccc2F)SC1=S,0.3,-0.2,2,6
Cc1cccc(NC(=O)c2c(NC(=O)Cc3ccccc3)sc3c2CCCCC3)c1,2.6,-0.1,-5,-4
